From PubChem
TEAD-YAP inh: TEAD-YAP interaction inhibition, primary screen, TEAD-YAP interaction inhibitor project, luminescence, HEK-TIYL cells; TEAD-Gal4/YAP UAS-luciferase luminescence; inhibition, % at 9.12 µM; actives 1.4% (n = 640,000); AID 1259422, 2018; in the data active = inhibition above about 32%;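 note: 0% = median of test compound wells and 100% = reference inhibitor wells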
MITF primary: MITF inhibitors, primary screen, biochemical, AlphaScreen, human. AlphaScreen MITF homodimerization, bead proximity signal. actives 0.91% (n = 650,000). Microphthalmia-associated transcription factor (Homo sapiens), O75030. inhibition, % at 2.6 µM; in the data active = inhibition above about 50%;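 note: 0% = vehicle wells with protein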
GPR151 activ: activators of human GPR151, primary screen, cell-based, PathHunter beta-arrestin, luminescence; PathHunter beta-arrestin GPR151 cells; actives 1% (n = 650,000); G-protein coupled receptor 151 (Homo sapiens), Q8TDV0; activation, % at 11.2 µM; in the data active = activation above about 4.9%;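 note: 0% = median of compound wells and 100% = cells with positive control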
Target sequence (Q8TDV0 whole entry, looked up): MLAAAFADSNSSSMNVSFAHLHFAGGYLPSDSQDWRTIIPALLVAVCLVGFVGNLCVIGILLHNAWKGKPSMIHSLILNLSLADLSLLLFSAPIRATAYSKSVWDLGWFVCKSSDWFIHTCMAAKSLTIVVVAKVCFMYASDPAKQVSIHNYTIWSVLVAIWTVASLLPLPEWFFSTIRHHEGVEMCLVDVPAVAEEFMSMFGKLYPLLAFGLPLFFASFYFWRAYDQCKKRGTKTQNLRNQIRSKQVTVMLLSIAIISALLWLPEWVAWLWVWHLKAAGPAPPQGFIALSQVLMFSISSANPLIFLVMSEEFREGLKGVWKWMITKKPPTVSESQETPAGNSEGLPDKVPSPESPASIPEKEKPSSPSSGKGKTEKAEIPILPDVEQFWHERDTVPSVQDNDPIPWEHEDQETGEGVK
FBW7 act: FBW7 E3 ligase activators, primary screen, biochemical, AlphaScreen, human. normalized activity (activation), % at 26.1 µM. actives 0.13% (n = 650,000). AlphaScreen FBW7–phospho-cyclin E peptide binding, activator screen. F-box/WD repeat-containing protein 7 (Homo sapiens), Q969H0; in the data active = normalized activity above about 1.9%;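 note: purified mutant Fbw7 with reduced substrate affinity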
Target sequence (Q969H0 whole entry, looked up): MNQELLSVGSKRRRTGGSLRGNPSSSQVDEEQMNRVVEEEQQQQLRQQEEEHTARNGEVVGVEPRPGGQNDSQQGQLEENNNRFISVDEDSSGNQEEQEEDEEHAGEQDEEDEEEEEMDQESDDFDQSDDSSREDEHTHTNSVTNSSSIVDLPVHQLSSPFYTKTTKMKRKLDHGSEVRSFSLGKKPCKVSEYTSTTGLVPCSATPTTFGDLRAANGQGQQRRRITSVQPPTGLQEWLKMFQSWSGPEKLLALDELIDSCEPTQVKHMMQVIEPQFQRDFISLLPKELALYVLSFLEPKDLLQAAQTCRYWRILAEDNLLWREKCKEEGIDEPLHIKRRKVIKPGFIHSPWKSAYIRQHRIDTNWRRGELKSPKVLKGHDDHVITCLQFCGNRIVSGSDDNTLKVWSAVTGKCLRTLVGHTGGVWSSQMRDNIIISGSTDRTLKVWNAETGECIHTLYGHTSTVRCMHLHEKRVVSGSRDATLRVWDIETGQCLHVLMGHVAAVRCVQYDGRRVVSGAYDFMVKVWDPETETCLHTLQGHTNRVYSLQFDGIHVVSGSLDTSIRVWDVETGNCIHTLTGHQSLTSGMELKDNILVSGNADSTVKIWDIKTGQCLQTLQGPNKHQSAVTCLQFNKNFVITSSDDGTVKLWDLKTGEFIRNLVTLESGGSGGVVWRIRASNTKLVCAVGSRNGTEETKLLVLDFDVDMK
The depositor's hits bear a star.

Screening CCOC(=O)c1cnc2ccc(C(=O)OC)cc2c1Nc1ccc(N2CCCCC2)cc1 returned TEAD-YAP inh -3, MITF primary 5, GPR151 activ -1.6 and FBW7 act -0.2.
Screening C=C(C)CSC1=C(C#N)C(C)(C)C(C#N)C(=O)N1 (stereo not given) returned TEAD-YAP inh 3, MITF primary 7, GPR151 activ -0.1 and FBW7 act 0.9.
For O=C(O)C1CC(=O)N(Cc2ccc3c(c2)OCO3)C(=Nc2ccc(F)cc2)S1 (stereo not given) the results were TEAD-YAP inh 7, MITF primary 11, GPR151 activ 0.1 and FBW7 act 0.0.
CCOc1ccc(-c2ccc(SCC(=O)Nc3ccc(NC(C)=O)cc3)nn2)cc1 was read as TEAD-YAP inh -29, MITF primary 0, GPR151 activ -1.3 and FBW7 act 0.1.
`COc1ccc(OC)c(NC(=O)CN2CCC(C(N)=O)(N3CCCCC3)CC2)c1` gave TEAD-YAP inh -5, MITF primary -5, GPR151 activ -0.8 and FBW7 act -0.1.
Screening CC(=O)Oc1ccc(/C=N/Nc2cc(N3CCCC3)nc(N3CCCC3)n2)cc1 returned TEAD-YAP inh 4, MITF primary 3, GPR151 activ -1.0 and FBW7 act 0.3.
`CC(C)OCCCNC(=O)Nc1cccc2ccccc12` gave TEAD-YAP inh -8, MITF primary -4, GPR151 activ -0.1 and FBW7 act 0.0.
CCOc1cc(C#N)cc(Br)c1OC(=O)CC was read as TEAD-YAP inh -2, MITF primary 7, GPR151 activ 0.5 and FBW7 act 0.0.
For COc1ccccc1OS(=O)(=O)c1ccc(C)cc1 the results were TEAD-YAP inh -7, MITF primary -3, GPR151 activ 3.9 and FBW7 act -0.1.
`CCCCOc1ccc(C(=O)Oc2cc(C)[nH]c(=O)c2[N+](=O)[O-])cc1` gave TEAD-YAP inh 7, MITF primary 18, GPR151 activ 0.1 and FBW7 act 0.2.
`O=C(CCN1CCN(Cc2ccccc2)CC1)Nc1ccccc1Cl` gave TEAD-YAP inh 0, MITF primary 1, GPR151 activ -0.7 and FBW7 act -0.1.
For COC(=O)c1cc(S(=O)(=O)N(C)Cc2ccccc2)c[nH]1 the results were TEAD-YAP inh -4, MITF primary 10, GPR151 activ 2.4 and FBW7 act -0.1.
Screening Clc1ccc(N2CCCCCCC2)nn1 returned TEAD-YAP inh 2, MITF primary 0, GPR151 activ -0.4 and FBW7 act 0.0.
Screening COc1ccc2oc(=O)c(-c3nnc(-c4cc(OC)c(OC)c(OC)c4)o3)cc2c1 returned TEAD-YAP inh 10, MITF primary 20, GPR151 activ 0.0 and FBW7 act 0.8.
Screening Nc1ccc2nn(-c3cccc(Cl)c3)nc2c1 returned TEAD-YAP inh -25, MITF primary -6, GPR151 activ 1.8 and FBW7 act 0.2.
For COc1ccc(OCCN2C(=O)C(=O)c3ccccc32)cc1 the results were TEAD-YAP inh 3, MITF primary 14, GPR151 activ 0.0 and FBW7 act -0.2.
CCOC(=O)CC1NCC2c3ccccc3CCN2C1=O (stereo not given) was read as TEAD-YAP inh 3, MITF primary 8, GPR151 activ 0.7 and FBW7 act 0.1.
For CCc1ccc(NC2=NCC(=O)N2Cc2ccc(F)cc2)cc1 the results were TEAD-YAP inh 4, MITF primary 5, GPR151 activ 0.8 and FBW7 act 0.1.
For Cc1cc(C(=O)Nc2nc3c(Br)cccc3s2)c(C)o1 the results were TEAD-YAP inh -3, MITF primary 3, GPR151 activ -0.6 and FBW7 act -0.1.
COc1cc2c(cc1OC)CC(=O)NC=C2 was read as TEAD-YAP inh -1, MITF primary 1, GPR151 activ 0.4 and FBW7 act -0.1.
Screening Cc1noc(C)c1C(=O)N1CCC(c2ccnc3nc(C(F)(F)F)nn23)CC1 returned TEAD-YAP inh -4, MITF primary -9, GPR151 activ 1.3 and FBW7 act 0.2.
O=C(CN1Cc2ccccc2C1=O)N1CCCCCC1 was read as TEAD-YAP inh 0, MITF primary 4, GPR151 activ 0.5 and FBW7 act 0.0.
Screening O=C(CN1Cc2ccccc2C1=O)NCc1ccccn1 returned TEAD-YAP inh 0, MITF primary -14, GPR151 activ -0.1 and FBW7 act -0.1.
c1coc(CN2CCC(c3ccc4c(c3)OCO4)CC2)c1 was read as TEAD-YAP inh -13, MITF primary 26, GPR151 activ -0.8 and FBW7 act -0.3.
`COc1ccc(C2=C/C(=C\c3ccc(OC(C)=O)c(OC)c3)C(=O)O2)cc1` gave TEAD-YAP inh 5, MITF primary -3, GPR151 activ -0.6 and FBW7 act 0.0.
Screening CCOC(=O)c1cnc2c(C)cc(C)cc2c1Nc1ccccc1 returned TEAD-YAP inh 0, MITF primary -3, GPR151 activ 0.5 and FBW7 act 0.1.
Cc1ccc(-n2c(C)nc3ccc(NS(C)(=O)=O)cc3c2=O)cc1 was read as TEAD-YAP inh 0, MITF primary -3, GPR151 activ -1.8 and FBW7 act 0.0.
`Cc1ccc(C)c(NC(=O)CSc2cn(Cc3cccc(F)c3)c3ccccc23)c1` gave TEAD-YAP inh -13, MITF primary -8, GPR151 activ 1.5 and FBW7 act -0.1.
Screening CC(C)c1ccc(-c2nc(N3CCOCC3)[nH]c(=O)c2C#N)cc1 returned TEAD-YAP inh 6, MITF primary 17, GPR151 activ -0.3 and FBW7 act 0.1.
Cc1ccc(-n2cc(-c3ccccc3)nc2SCC(=O)Nc2ccc(F)cc2)cc1 was read as TEAD-YAP inh -32, MITF primary 11, GPR151 activ 0.4 and FBW7 act 0.5.
COc1cccc2sc(=NC(C)=O)n(C)c12 was read as TEAD-YAP inh -14, MITF primary 0, GPR151 activ -0.2 and FBW7 act -0.3.
`O=C(CCSCc1ccccc1F)NCc1ccc(F)cc1` gave TEAD-YAP inh 4, MITF primary -3, GPR151 activ 0.7 and FBW7 act 0.0.
`COc1ccc(S(N)(=O)=O)cc1C(=O)OCc1nc(N)nc(Nc2ccccc2C)n1` gave TEAD-YAP inh 3, MITF primary 0, GPR151 activ -0.6 and FBW7 act 0.0.
O=C(c1cc(COc2ccc(F)cc2Cl)on1)N1CCCC(O)C1 (stereo not given) was read as TEAD-YAP inh -64, MITF primary 9, GPR151 activ -1.3 and FBW7 act 0.0.
Screening COC(=O)C1=C(C)N(Cc2ccccc2)C(=O)/C1=C\c1ccc(F)cc1 returned TEAD-YAP inh 4, MITF primary -2, GPR151 activ 0.0 and FBW7 act -0.1.
COc1cc2cc(C)nc(Cc3ccccc3)c2cc1OC was read as TEAD-YAP inh -26, MITF primary -6, GPR151 activ 1.0 and FBW7 act -0.1.
`Cc1ccc(C2=N/C(=C\c3c(F)cccc3Cl)C(=O)O2)cc1[N+](=O)[O-]` gave TEAD-YAP inh 2, MITF primary 23, GPR151 activ -0.9 and FBW7 act 0.2.
`CCOc1ccc(C(=O)Nc2ccc(-n3nncc3-c3ccc(Br)cc3)cc2)cc1OCC` gave TEAD-YAP inh -5, MITF primary -2, GPR151 activ 1.4 and FBW7 act 0.0.
`COc1cc(Nc2nc(Nc3ccncn3)nc3c2ncn3C(C)C)cc(OC)c1OC` gave TEAD-YAP inh 27, MITF primary 1, GPR151 activ 2.3 and FBW7 act 0.0.
`CC1CN(CCC(=O)N(C)CC2CCCCO2)Cc2cc(Cl)ccc2O1` (stereo not given) gave TEAD-YAP inh 1, MITF primary 5, GPR151 activ 2.2 and FBW7 act 0.3.
For CN(C)c1ncc(CN2CCN(Cc3ccc(F)c(F)c3)C(CCO)C2)s1 (stereo not given) the results were TEAD-YAP inh 6, MITF primary -4, GPR151 activ -2.3 and FBW7 act 0.1.
Screening CC(C)(C)c1ccc(C(=O)CCC(=O)OCC(=O)Nc2ccc3[nH]c(=O)[nH]c3c2)cc1 returned TEAD-YAP inh 6, MITF primary -6, GPR151 activ 0.7 and FBW7 act 0.0.
COC(=O)c1cc2c(C)nn(Cc3ccccc3Cl)c2s1 was read as TEAD-YAP inh -10, MITF primary 2, GPR151 activ -2.0 and FBW7 act 0.0.
`Cc1ccccc1C(=O)NNC(=O)c1ccccc1` gave TEAD-YAP inh -45, MITF primary -4, GPR151 activ -4.0 and FBW7 act 0.4.
`Cc1cc(N2CCN(C(=O)Cn3nnnc3CN(C)C(C)C)CC2)cc(C)n1` gave TEAD-YAP inh 9, MITF primary -7, GPR151 activ -1.0 and FBW7 act 0.1.
For COc1ccc(C2C(C(=O)OC3CCCC3)=C(C)NC3=C2C(=O)CC(C)(C)C3)cc1O (stereo not given) the results were TEAD-YAP inh -11, MITF primary 10, GPR151 activ -1.1 and FBW7 act 0.1.
`COCCNc1oc(-c2ccco2)nc1S(=O)(=O)c1ccccc1` gave TEAD-YAP inh -2, MITF primary -8, GPR151 activ 0.3 and FBW7 act -0.2.
O=C(NC(Cc1ccccc1)C(=O)NC1CC1)OCc1ccccc1 (stereo not given) was read as TEAD-YAP inh 5, MITF primary 1, GPR151 activ 2.4 and FBW7 act 0.1.
`CCOC(=O)N1CCN(Cc2nc(CCc3ccccc3)no2)CC1` gave TEAD-YAP inh -7, MITF primary 13, GPR151 activ -0.2 and FBW7 act 0.1.
For COc1ccc(N(CC(=O)N2CCCCC2)S(=O)(=O)c2ccccc2)c(OC)c1 the results were TEAD-YAP inh 2, MITF primary -3, GPR151 activ -0.3 and FBW7 act 0.0.
Screening COc1ccc(COC(=O)C2=C(C)NC(=O)NC2c2cccc(Oc3ccccc3)c2)cc1 (stereo not given) returned TEAD-YAP inh 5, MITF primary -3, GPR151 activ 2.1 and FBW7 act 0.0.
`COC(=O)C(C)NC(=O)C(NC(=O)C(Cc1ccccc1)NC(C)=O)C(C)C` (stereo not given) gave TEAD-YAP inh 2, MITF primary 6, GPR151 activ -0.5 and FBW7 act -0.3.
CC1CCCCN1Cc1ccccc1C#N (stereo not given) was read as TEAD-YAP inh 1, MITF primary 71*, GPR151 activ 1.6 and FBW7 act 0.2.
`CCN(CC)Cc1oc(C(C)(C)C)cc1C(=O)N1C2CCC1CC(O)(c1ccncc1)C2` (stereo not given) gave TEAD-YAP inh 4, MITF primary 8, GPR151 activ 0.3 and FBW7 act -0.1.
COC(=O)c1c(NC(=O)c2cc(OC)c(OC)c(OC)c2)sc(C)c1C was read as TEAD-YAP inh -3, MITF primary 1, GPR151 activ 1.9 and FBW7 act -0.2.
`Cc1cc(=O)[nH]c(N/N=C2/CCCc3ccccc32)n1` gave TEAD-YAP inh 6, MITF primary 2, GPR151 activ -0.6 and FBW7 act 0.0.
Screening Cc1c(NC(=O)c2cccc3ccccc23)c(=O)n(-c2ccccc2)n1C returned TEAD-YAP inh 0, MITF primary 4, GPR151 activ 3.1 and FBW7 act -0.2.
Screening NC1=NC(=O)/C(=C\c2ccc(-c3ccc(I)cc3)o2)S1 returned TEAD-YAP inh 1, MITF primary 15, GPR151 activ 1.8 and FBW7 act 0.4.
Screening COc1ccc(/C=C2\C(=O)NC(=O)N(C)C2=O)cc1O returned TEAD-YAP inh -14, MITF primary 1, GPR151 activ 0.1 and FBW7 act -0.4.
For CC1=C(C(=O)N2CCc3ccc(NC(=O)c4ccccc4Cl)cc3C2)OCCO1 the results were TEAD-YAP inh 4, MITF primary 6, GPR151 activ -2.5 and FBW7 act 0.3.
Screening O=C(C1CCN(Cc2ccccc2)CC1)N1CCN(c2ccccc2)CC1 returned TEAD-YAP inh -6, MITF primary 41, GPR151 activ 0.9 and FBW7 act -0.2.
Screening COc1cccc(-n2c(=O)c3ccccc3n3c(=S)[nH]nc23)c1 returned TEAD-YAP inh -4, MITF primary 11, GPR151 activ 1.0 and FBW7 act -0.2.
Screening CCN1CCCC1CNC(=O)c1ccc2c(=O)n(Cc3ccc(Cl)cc3)c(=S)[nH]c2c1 (stereo not given) returned TEAD-YAP inh -5, MITF primary -1, GPR151 activ 0.7 and FBW7 act -0.3.
COC(=O)C1=C(N)Oc2cc(C)[nH]c(=O)c2C1c1ccncc1 (stereo not given) was read as TEAD-YAP inh -6, MITF primary -9, GPR151 activ 0.7 and FBW7 act -0.1.
Screening C=CCOc1ccc(Br)cc1/C=C1/C(=O)NN(c2ccc(F)cc2)C1=O returned TEAD-YAP inh 0, MITF primary 1, GPR151 activ -1.3 and FBW7 act -0.2.

Structures from the list above that contain an NH in an aromatic ring, in the order listed:
`CCCCOc1ccc(C(=O)Oc2cc(C)[nH]c(=O)c2[N+](=O)[O-])cc1` gave TEAD-YAP inh 7, MITF primary 18, GPR151 activ 0.1 and FBW7 act 0.2.
For COC(=O)c1cc(S(=O)(=O)N(C)Cc2ccccc2)c[nH]1 the results were TEAD-YAP inh -4, MITF primary 10, GPR151 activ 2.4 and FBW7 act -0.1.
Screening CC(C)c1ccc(-c2nc(N3CCOCC3)[nH]c(=O)c2C#N)cc1 returned TEAD-YAP inh 6, MITF primary 17, GPR151 activ -0.3 and FBW7 act 0.1.
Screening CC(C)(C)c1ccc(C(=O)CCC(=O)OCC(=O)Nc2ccc3[nH]c(=O)[nH]c3c2)cc1 returned TEAD-YAP inh 6, MITF primary -6, GPR151 activ 0.7 and FBW7 act 0.0.
`Cc1cc(=O)[nH]c(N/N=C2/CCCc3ccccc32)n1` gave TEAD-YAP inh 6, MITF primary 2, GPR151 activ -0.6 and FBW7 act 0.0.
Screening COc1cccc(-n2c(=O)c3ccccc3n3c(=S)[nH]nc23)c1 returned TEAD-YAP inh -4, MITF primary 11, GPR151 activ 1.0 and FBW7 act -0.2.
Screening CCN1CCCC1CNC(=O)c1ccc2c(=O)n(Cc3ccc(Cl)cc3)c(=S)[nH]c2c1 (stereo not given) returned TEAD-YAP inh -5, MITF primary -1, GPR151 activ 0.7 and FBW7 act -0.3.
COC(=O)C1=C(N)Oc2cc(C)[nH]c(=O)c2C1c1ccncc1 (stereo not given) was read as TEAD-YAP inh -6, MITF primary -9, GPR151 activ 0.7 and FBW7 act -0.1.
